Screening data: PubChem, National Center for Advancing Translational Sciences (NCATS)
GLP1R ag: GLP-1 receptor (human) agonism | Potency, µM (doses to about 45.6 µM), inactives show at the top dose activation, hits mostly activators | P43220 | HEK293 GLP-1R CRE-luciferase, luminescence, 4-6 h; cells express a hypersensitive GLP-1R form | hit rate 0.007% among 380,000; note: potency is the fitted concentration of half-maximal effect; % of control where 0% means no effect
GLP1R cytotox: cytotoxicity in counter-screen for GLP-1R inverse agonists; hit rate 0.13% among 410,000; HEK293 cAMP-luciferase reporter cells, luminescence, 24 h; Potency, µM (series often up to 38.3 µM), for the others: at the top dose activity change, negative = inhibition, most hits filed as inhibitors;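 note: loss of luciferase light is scored as toxicity; potency is the fitted concentration of half-maximal effect; % is set by controls: 0 for no effect and ±100 for the full control effect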
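Quantitative HTS format, 1536 wells, 200 cells/uL seeded. Compounds: 23 nL, 24 h, 37 °C. Detection: luciferase reagent, luminescence at 12 min RT; decreased signal taken as cytotoxic.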
EPAC1 antagonist: antagonists of human EPAC1; O95398; EPAC1 GEF assay, Rap1b-BODIPY-GDP exchange fluorescence; Potency, µM (highest dose often 115 µM), without a hit: top-dose activity change, negative = inhibition, usual class: inhibitors; hit rate 0.14% among 360,000; AID 720709;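 note: potency is the fitted concentration of half-maximal effect; plate controls were vehicle for no effect and positive control for full effect; nearly all actives have a fitted effect of over 50% in size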
Target sequence (O95398 whole entry, looked up): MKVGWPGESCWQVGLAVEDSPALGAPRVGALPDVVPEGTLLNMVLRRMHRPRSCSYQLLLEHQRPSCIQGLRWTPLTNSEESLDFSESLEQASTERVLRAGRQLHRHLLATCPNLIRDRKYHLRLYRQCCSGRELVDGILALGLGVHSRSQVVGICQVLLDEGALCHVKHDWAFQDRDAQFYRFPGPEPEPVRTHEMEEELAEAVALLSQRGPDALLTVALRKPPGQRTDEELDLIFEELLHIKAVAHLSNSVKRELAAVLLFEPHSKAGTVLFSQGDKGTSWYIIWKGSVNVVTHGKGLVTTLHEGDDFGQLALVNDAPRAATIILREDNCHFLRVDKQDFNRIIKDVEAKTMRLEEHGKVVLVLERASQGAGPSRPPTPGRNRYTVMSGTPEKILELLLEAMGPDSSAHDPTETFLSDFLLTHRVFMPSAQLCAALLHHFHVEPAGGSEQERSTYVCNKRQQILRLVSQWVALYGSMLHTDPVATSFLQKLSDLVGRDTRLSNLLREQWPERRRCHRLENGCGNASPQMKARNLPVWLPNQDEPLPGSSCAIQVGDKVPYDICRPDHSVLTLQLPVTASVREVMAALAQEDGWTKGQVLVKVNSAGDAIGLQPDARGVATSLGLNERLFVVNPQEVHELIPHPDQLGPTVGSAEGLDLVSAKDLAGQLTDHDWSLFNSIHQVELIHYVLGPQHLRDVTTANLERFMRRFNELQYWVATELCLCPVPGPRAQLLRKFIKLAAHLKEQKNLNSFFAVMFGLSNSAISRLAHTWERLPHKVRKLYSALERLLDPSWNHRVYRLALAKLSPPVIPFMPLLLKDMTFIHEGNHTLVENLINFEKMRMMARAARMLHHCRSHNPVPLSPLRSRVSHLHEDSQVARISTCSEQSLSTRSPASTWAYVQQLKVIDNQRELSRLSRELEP
IL-2 act: activates IL-2 in a cell-based reporter assay. IL-2 activation reporter assay, cell-based qHTS; stimulated with anti-CD3/CD4/CD28 beads; in transgenic mouse T cells. hit rate 0.065% among 360,000. activation, % (series mostly up to about 46 µM). AID 652025; in the data active = activation above about 50%; inconclusive = mostly about 30% to 49%; note: 0% is about no effect
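Unstimulated transgenic mouse T cells, 750 per well, received compound and, after 60 minutes, anti-CD3/anti-CD4 bead plus anti-CD28 stimulation. EGFP and DsRed were quantified after 18 hours.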
PTHR1 ag: agonists of human PTHR1 parathyroid hormone receptor; Q03431; HEK293 GP2 PTHR1 cells, GloSensor cAMP luminescence, 1 h; Potency, µM (doses to about 115 µM), for inactives: top-dose activation, usual class: activators; hit rate 0.075% among 410,000; note: potency is the fitted concentration of half-maximal effect; nearly all actives have a fitted effect of over 55% in size; some results filed as inactive show a strong effect at the top dose; inactives centre near -15; many of its hits are not listed in these tables
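HEK-293-derived GP2 cells expressing PTHR1 and a GloSensor cAMP reporter, 3,000/well, plated overnight, given luciferin plus IBMX (each 0.5 mM as added) for 1 h at 37 °C, then compound for 1 h at 37 °C. Luminescence was read after 15 min at room temperature.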
GLP1R inv ag: GLP-1 receptor (human) inverse agonism | P43220 | Potency, µM (top dose mostly 38.3 µM), for inactives: top-dose activity change, negative = inhibition, hits mostly inhibitors | hit rate 1.6% among 410,000 | AID 624417 | HEK293 GLP-1R CRE-luciferase, luminescence, 24 h; GLP-1R form is constitutively active; note: potency is the fitted concentration of half-maximal effect; % is set by controls: 0 for no effect and ±100 for the full control effect; nearly all actives have a fitted effect of over 55% in size
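Inverse agonists were sought by their lowering of basal cAMP reporter luciferase output in HEK293 cells stably carrying constitutively active human GLP-1R, after 24 h compound treatment.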
PI5P4Ka inh: inhibitors of human PI5P4K alpha | PI5P4Kalpha enzyme, ADP-Glo luminescence, 60 min; stronger effect = lower value | hit rate 1.2% among 330,000 | P48426 | AID 652105 | max response, %; active = max response of -50% or lower; inconclusive = between -30% and -50%; inactive = -30% or higher; note: value at the top dose of about 77 µM; % is set by controls: 0 for no effect and ±100 for the full control effect
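qHTS, 1536-well: enzyme/substrate mix, compound by pin tool, 5 microM ATP final; RT 60 min; ADP-Glo reagents 1 (45 min) then 2 (30 min); luminescence.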
EPAC1 agonist: agonists of human EPAC1; EPAC1 agonist qHTS, biochemical assay; response scale: 100% = response to 6.5 mM cAMP; hit rate 0.073% among 360,000; Potency, µM (titrated, usually from 154 µM), without a hit: at the top dose activation, most hits filed as activators; O95398; AID 720707; note: potency is the fitted concentration of half-maximal effect; nearly all actives have a fitted effect of over 60% in size
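Compounds were pinned as a concentration titration into mixtures of EPAC1 (100 nM), BODIPY-GDP-loaded Rap1B (250 nM) and GDP (50 uM). After 5 min at room temperature, fluorescence was followed for 30 min; activity was scaled to 6.5 mM cAMP.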
PLK1 PBD block: blocks phosphopeptide binding to human PLK1 polo-box domain; Potency, µM, without a hit: max response, negative = inhibition, usual class: inhibitors; hit rate 2.8% among 360,000; Plk1 PBD binding of FITC phosphopeptide, fluorescence polarization; note: potency is the fitted concentration of half-maximal effect; series mostly up to about 57 µM; % is set by controls: 0 for no effect and ±100 for the full control effect; nearly all actives have a fitted effect of over 65% in size
An asterisk follows results filed as active; i = inactive; ? = inconclusive; nt = not tested or not shown; [ ] = dose if it differs, or a comment. Unless noted, calls come from the whole dose curve; as a rule, active = well fitted curve in the direction sought with a large enough effect; inconclusive = small, poorly fitted or top-dose-only effect, or another doubt; inactive = no such curve, though single readings can be large; an effect the other way counts as inactive or inconclusive. Only part of the results is shown (hit frequency here may not be typical).

SMILES	GLP1R ag	GLP1R cytotox	EPAC1 antagonist	IL-2 act	PTHR1 ag	GLP1R inv ag	PI5P4Ka inh	EPAC1 agonist	PLK1 PBD block
COc1cc(C#N)c(N=C(SCC#N)N2CCOCC2)cc1OC	3%	6%	-10%	1.3	i	21%	5	4%	-1%
COc1ccc(OCC(=O)Nc2cc(S(=O)(=O)N3CCCC3)ccc2OCC(F)(F)F)cc1	-1%	-1%	-2%	0.8	i	4%	5	-6%	-8%
O=C(COc1ccc(Cl)cc1)Nc1ccc(C(=O)NCc2cccnc2)cc1	-7%	-9%	15%	-2.9	-18%[57.5 µM]	0%	-2	3%	-4%
COc1ccccc1C(=O)NNC(=O)c1ccc2ccccc2c1O	0%	-21%	-4%	2.4	-7%	?	1	-3%	-7%
O=c1[nH]c2ccccc2n2c(=S)[nH]nc12	0%	-4%	7%	0.2	i	1%	-17	4%	-10%
COc1cccc(-c2nc(N3CCN(Cc4ccccc4)CC3)c3ccccc3n2)c1O	0%	-9%	-7%	-2.7	-11%	5%	3	8%	5%
NC(=O)SCC(=O)Nc1cccc(Cl)c1	-10%	-5%	5%	-0.4	i	-35%	11	-4%	-18%
O=C(CCNS(=O)(=O)c1cccc(C(F)(F)F)c1)NCc1ccco1	-1%	-4%	0%	0.8	-2%	0%	6	3%	-7%
O=C(c1ccncc1)N1CCN(C2CCCCC2)CC1	-1%	0%	5%	-0.2	i	-2%	-2	13%	-8%
COc1cc2c(cc1OC)CN(Cc1cccs1)CC2	2%	5%	10%	-1.8	i	0%	nt	2%	-8%
CCCn1c(SCC(=O)Nc2cccc(S(=O)(=O)N3CCCC3)c2)n[nH]c1=O	-5%	1%	-11%	0.9	i	-12%	6	-17%	-7%
CCOC(=O)c1c(C2CCN(C(=O)OCC)CC2)nc2ccccn12	17%	-9%	-6%	-0.7	-10%	17%	-2	-15%	-9%
COc1ccc(S(=O)(=O)N(C)C[C@H]2Oc3ncc(C#CC4(O)CCCC4)cc3C(=O)N([C@@H](C)CO)C[C@@H]2C)cc1	-3%	-4%	8%	-3.0	i	-13%	0	0%	-26%
C/C(CC(=O)N(C(C)C)C(C)C)=N\NC(=O)c1ccccc1Br	-1%	-16%	22%	-1.2	i	12%	4	-4%	-1%
CC(C)(C)N(C(=O)Cn1nnc(-c2ccc(F)cc2)n1)C(C(=O)NC1CCCC1)c1ccncc1 (stereo not given)	-3%	-9%	9%	-2.0	-1%[57.5 µM]	-16%	2	-4%	-14%
COc1ccc(/C=C\c2onc(C)c2S(=O)(=O)N2CCC(C(=O)NCCC(C)C)CC2)cc1	6%	3%	?	-1.9	i	1%	5	1%	2%
O=C(NCC1CCCO1)Nc1cc(Cl)cc(Cl)c1 (stereo not given)	-1%	-5%	-6%	0.8	0%	?	9	0%	-7%
CC(=O)Nc1ccc2[nH]c(C)cc(=O)c2c1	7%	8%	2%	0.2	i	10%	-12	6%	-10%
CC[C@]1(C(=O)OC)[C@H]2C(=O)N(Cc3ccccc3)C(=O)[C@H]2[C@H]2CN=C(SC)N21	-1%	-2%	18%	0.1	i	2%	-5	-3%	-12%
CCc1ccc(-c2n[nH]c(=O)c3ccccc23)cc1	3%	3%	-15%	-2.1	i	12%	3	-3%	-11%
COc1cccc(C(C#N)N2CCCCC2)c1O (stereo not given)	-13%	-5%	-14%	-0.7	i	2%	0	0%	-5%
CCc1c(C)[nH]c2c(C)cccc2c1=O	0%	2%	1%	-0.3	i	-1%	3	0%	-4%
Cc1nn(C)c(C(=O)N2CCc3ccccc32)c1Br	4%	-12%	0%	-0.1	-24%	-14%	0	-13%	1%
COc1ccc(NCc2nnc(SCC(=O)Nc3ccccc3OC)o2)cc1	0%	-12%	-17%	-2.6	i	-3%	nt	0%	-13%

Three compounds already listed, ordered by their value in PLK1 PBD block, lowest first:
SMILES	GLP1R ag	EPAC1 antagonist	IL-2 act	PTHR1 ag	GLP1R inv ag	PI5P4Ka inh	EPAC1 agonist	PLK1 PBD block
O=C(NCC1CCCO1)Nc1cc(Cl)cc(Cl)c1 (stereo not given)	-1%	-6%	0.8	0%	?	9	0%	-7%
CCc1c(C)[nH]c2c(C)cccc2c1=O	0%	1%	-0.3	i	-1%	3	0%	-4%
Cc1nn(C)c(C(=O)N2CCc3ccccc32)c1Br	4%	0%	-0.1	-24%	-14%	0	-13%	1%

More structures.
SMILES	GLP1R ag	GLP1R cytotox	EPAC1 antagonist	IL-2 act	PTHR1 ag	GLP1R inv ag	PI5P4Ka inh	EPAC1 agonist	PLK1 PBD block
Cc1cc(NC(=O)CCCN2C(=O)/C(=C/c3ccccc3Cl)SC2=S)no1	-5%	14%	2%	1.3	-11%	-12%	-7	5%	-3%
COc1ccc(OC)c(/C=C/C(=O)OCC(=O)NCc2ccco2)c1	16%	5%	-2%	0.0	i	-11%	-1	11%	-7%
CCOC(=O)N1CCN(C(=O)c2cn(C)c3ccc(S(=O)(=O)N4CCCC4)cc3c2=O)CC1	-2%	4%	-4%	-1.8	i	4%	-1	-4%	2%
S=c1[nH]nc(COc2ccc(Cl)cc2Cl)n1-c1ccccc1	-3%	-12%	4%	0.2	-23%	-24%	1	4%	-16%
CC(=O)CSc1nc2nccnc2[nH]1	0%	1%	-1%	-1.7	i	0%	-11	-9%	2%
Cc1cc(C(=O)Nc2sc3c(c2C#N)CCC(C(C)(C)C)C3)no1 (stereo not given)	-1%	?	-2%	-0.2	-26%	3%	nt	0%	-23%
Cc1ccc(-n2c(=O)[nH]cc(C(=O)Nc3ccc4c(c3)OCO4)c2=O)cc1C	-4%	-28%	1%	-1.7	-17%	-31%	1	-9%	-11%
CC(=O)N1c2ccc(S(=O)(=O)N(C)CC(=O)NCc3ccccc3)cc2CC1C (stereo not given)	-4%	3%	-2%	-1.3	-14%	15%	-4	-6%	?
CCOC(=O)c1cccc(NC(=O)c2cnc3ccccc3n2)c1	-2%	-13%	7%	0.4	-6%	-4%	38	8%	-8%
CC(C)c1nc(SCC(=O)NC(=O)NC(C)(C)C)n[nH]1	0%	-1%	8%	-1.3	-3%	15%	-2	1%	0%
Cc1ccc(-c2ccc(/C=N/n3cnnc3)o2)cc1	11%	-5%	1%	1.2	-18%	51%[activator]	-1	7%	-14%
Cc1ccc(C(=O)NCc2ccccn2)cc1NC1=NC2CS(=O)(=O)CC2S1 (stereo not given)	-1%	-1%	7%	2.1	-7%	5%	0	3%	-9%
O=C(CSc1nnnn1C1CCCCC1)NCCc1ccccc1	5%	9%	16%	-2.5	i	2%	nt	5%	-10%
CC(C)OC(=O)Cn1c(=O)sc2ccccc21	-6%	15%	6%	-2.0	?	16%	-2	-4%	-7%
O=C(NCCCN1CCC(Cc2ccccc2)CC1)c1ccc2nc(N3CCOCC3)sc2c1	19%	-24%	2%	-0.7	-24%	?	1	10%	-3%
CCN(CC(=O)NC(=O)NCc1ccco1)Cc1ccccc1	16%	-3%	-10%	4.6	i	-25%	-6	7%	-17%
COc1cc(/C=C/C(=O)c2cccc([N+](=O)[O-])c2)cc(OC)c1OC	-34%[inhibitor]	?	12%	-3.2	-10%	?	13	0%	?
CC(C)c1ccc(C2c3[nH]c4ccccc4c3C[C@H]3C(=O)N(c4ccccc4C(=O)N4CCC[C@@H]4C(=O)O)C(=O)N23)cc1 (stereo not given in full)	-5%	3%	-25%	-0.2	-15%	7%	1	-18%	42µM*
CCOC(=O)C1=C(c2ccccc2)NC(=O)NC1c1ccc(O)c(Cl)c1 (stereo not given)	-5%	-16%	5%	-1.8	-91%[inhibitor]	24%	1	-10%	4%
CC1CCc2c(c3ccccc3[nH]c2=O)O1 (stereo not given)	0%	-2%	-13%	1.6	-12%[57.5 µM]	-2%	3	0%	-2%
Cc1cc(C)c2c(CN3CCCC3)cc(=O)oc2c1	-4%	4%	-10%	-0.7	-50%[inhibitor]	6%	6	-5%	-16%
Cc1cccc(C)c1OCC(=O)Nc1ccccc1C(=O)N1CCOCC1	1%	9%	-8%	-0.5	i	7%	0	-1%	-11%
c1ccc(C(c2nnnn2Cc2cccs2)N2CCN(C3CCCC3)CC2)cc1 (stereo not given)	0%	?	-12%	2.7	i	?	5	3%	1%
O=C(COc1cccc(F)c1)NNC(=O)Cc1ccc(S(=O)(=O)N2CCOCC2)s1	0%	5%	5%	1.0	i	2%	-13	-3%	5%
Cc1cc(NC(=O)Cc2csc(-c3ccccc3)n2)ccc1Br	5%	-12%	4%	-4.1	-22%	-30%	-2	-12%	-1%
CCCCOC(=O)c1ccc(NC(=S)NC(=O)c2ccco2)cc1	-3%	4%	-5%	-0.5	-21%	3%	11	12%	-7%
Cc1csc(NC(=O)C2CCCCN2S(=O)(=O)c2ccccc2)n1 (stereo not given)	2%	5%[0.307 µM]	6%	-0.2	i	1%[0.307 µM]	9	-1%	0%
CCN1C(=O)[C@H]2[C@@H](c3ccc(OC)cc3)N3C(=O)CN(Cc4ccccc4)C(=O)[C@@]3(C)[C@H]2C1=O	4%	-20%	1%	0.7	i	5%	6	6%	-3%
CCOC(=O)N/N=C/c1cc(OC)c(O)c(OC)c1	1%	10%	0%	-0.7	i	21%	-3	7%	-9%
CC(C)C[C@H](NC(=O)C1(c2ccccc2)CCN(C(=O)OC(C)(C)C)CC1)C(=O)N1CCC[C@H]1C(=O)O	-6%	2%	?	-0.5	i	-2%	13	0%	0%
O=C(C[n+]1ccccc1)N/N=C/c1ccccc1C(F)(F)F	-5%	-9%	-2%	-4.5	i	2%	-5	-2%	1%
CCCCN(CC)CCNC(=O)CCNC(=O)Cn1ccc2ccccc2c1=O	15%	-6%	0%	0.0	i	-5%	-4	5%	-2%
Cc1nn(-c2ccccc2)c(OC(=O)c2ccccc2Br)c1S(=O)(=O)c1ccccc1	-3%	-7%	nt	nt	-18%	13%	nt	nt	nt
